Bioassay records as filed in PubChem BioAssay.
JMJD2A Tudor inh: qHTS Assay for Inhibitors of JMJD2A-Tudor Domain; AlphaScreen JMJD2A-Tudor / H3K4me3 peptide binding; 4.4% of 390,000 active; Potency, µM (doses to about 114 µM), without a hit: at the highest dose activity change, negative = inhibition, hits mostly inhibitors; Lysine-specific demethylase 4A (Homo sapiens), O75164; note: % is set by controls: 0 for no effect and ±100 for the full control effect; nearly all actives have a fitted effect of over 50% in size
ALOX12 inh: Primary qHTS assay for inhibitors of human arachidonate 12S-lipoxygenase (ALOX12): Round 2; Polyunsaturated fatty acid lipoxygenase ALOX12 (Homo sapiens), P18054; purified 12hLO, xylenol orange hydroperoxide absorbance; Potency, µM (titrated, usually from 108 µM), without a hit: at the top dose activity change, negative = inhibition, usual class: inhibitors; 1.1% of 580,000 active; note: % is set by controls: 0 for no effect and ±100 for the full control effect
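Hydroperoxide product was detected by ferrous iron/xylenol orange as the 573 to 405 nm absorbance ratio. Arachidonic acid at 40 uM (final) was turned over for 30 min at room temperature by 150 nM human 12hLO, pH 7.0 Hepes buffer, after 15 min compound preincubation.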
rTrxR1 inhibitor: qHTS Assay for Inhibitors of Mammalian Selenoprotein Thioredoxin Reductase 1 (TrxR1): qHTS; Thioredoxin reductase 1, cytoplasmic (Rattus norvegicus), O89049; recombinant rTrxR1, NADPH fluorescence consumption, selenite substrate; Potency, µM (titrated, usually from 114 µM), inactives show at the top dose activity change, negative = inhibition, hits mostly inhibitors; 1% of 390,000 active; note: % is set by controls: 0 for no effect and ±100 for the full control effect; nearly all actives have a fitted effect of over 65% in size
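Rat TrxR1 (90 nM in the dispensed reagent) was pre-reduced with 400 uM NADPH for 5 min at room temperature, then incubated with compound for 15 min. After 400 uM selenite was added, NADPH fluorescence (Ex 340/Em 450 nm) was followed for 8 min.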
PGK inhibitor: qHTS Assay to Find Inhibitors of Phosphoglycerate Kinase. Phosphoglycerate kinase, glycosomal (Trypanosoma brucei brucei), P07378. PGK/GAPDH coupled, Kinase-Glo luminescence, 60 min. Potency, µM (titrated, usually from 57.5 µM), for inactives: at the top dose activity change, negative = inhibition, usual class: inhibitors. 0.043% of 380,000 active; note: % is set by controls: 0 for no effect and ±100 for the full control effect; nearly all actives have a fitted effect of over 60% in size
Target sequence (P07378 whole entry, looked up): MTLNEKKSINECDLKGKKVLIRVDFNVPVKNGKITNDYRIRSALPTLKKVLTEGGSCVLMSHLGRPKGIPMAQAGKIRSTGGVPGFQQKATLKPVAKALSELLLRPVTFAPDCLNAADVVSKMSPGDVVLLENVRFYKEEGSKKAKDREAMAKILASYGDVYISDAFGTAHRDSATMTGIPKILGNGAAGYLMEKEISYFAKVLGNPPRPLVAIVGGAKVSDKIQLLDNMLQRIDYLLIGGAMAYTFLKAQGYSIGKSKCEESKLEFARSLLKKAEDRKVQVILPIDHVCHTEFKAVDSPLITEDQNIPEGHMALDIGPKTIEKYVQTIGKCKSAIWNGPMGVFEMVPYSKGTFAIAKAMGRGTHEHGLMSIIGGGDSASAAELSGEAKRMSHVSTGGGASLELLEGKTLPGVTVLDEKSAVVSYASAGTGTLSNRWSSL
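Recombinant glycosomal PGK reaction used 1,3-bisphosphoglycerate generated in-well by GAPDH (100nM final) in 100mM TEA pH 7.6, 5mM MgCl2, 0.01% Tween-20. After 60 minutes at room temperature, ATP was read by Kinase-Glo Plus luminescence end-point.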
GLS inh: qHTS for Inhibitors of Glutaminase (GLS) | Potency, µM (doses to about 45.5 µM), for inactives: top-dose activity change, negative = inhibition, hits mostly inhibitors | GLS enzymatic activity, qHTS titration | Glutaminase kidney isoform, mitochondrial (Homo sapiens), O94925 | 0.21% of 410,000 active; note: % is set by controls: 0 for no effect and ±100 for the full control effect
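Compounds were pin-transferred onto hKGA, after which L-glutamine (1 mM solution) and a detection mix of glutamate oxidase, HRP and Amplex Red were added. Initial and 30 min RT fluorescence reads were collected.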
Pin1 inhibitor: qHTS Assay to Find Inhibitors of Pin1. 0.009% of 390,000 active. Peptidyl-prolyl cis-trans isomerase NIMA-interacting 1 (Homo sapiens), Q13526. AID 504891, 2011. Pin1 FP peptide displacement, HiFluor488, 10 min. Potency, µM (doses to about 115 µM), inactives show at the top dose activity, negative = inhibition, actives largely listed as inhibitors; active = well fitted inhibition curve with a large enough effect in the polarisation, with a control signal flat, not every such curve was filed as active; inconclusive = small, poorly fitted or top-dose-only effect, or effect the other way, or a change in a side signal; inactive = no such curve, though single readings can be large or run the other way; the % refers to the polarisation; note: % is set by controls: 0 for no effect and ±100 for the full control effect
RGS4 inh: Inhibitors of Regulator of G Protein Signaling (RGS) 4: qHTS; Regulator of G-protein signaling 4 (Homo sapiens), P49798; Transcreener GDP fluorescence polarization, RGS4-accelerated GTP hydrolysis; Potency, µM (series often up to 114 µM), inactives show at the highest dose activity change, negative = inhibition, actives largely listed as inhibitors; 0.039% of 390,000 active; note: % is set by controls: 0 for no effect and ±100 for the full control effect; nearly all actives have a fitted effect of over 75% in size; some results filed as inactive show a strong effect at the top dose
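MLSMR compounds (23 nl, pin-transferred) preincubated 10 min at room temperature with a 500nM (2x) first reagent, then RGS4 at 900nM (2x) plus Transcreener GDP mix added; fluorescence polarization (620/688 nm) read before and after 90 min at 30 °C.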
HP1b binding inh: HTS for Inhibitors of HP1-beta Chromodomain Interactions with Methylated Histone Tails; AlphaScreen HP1-beta / biotin-H3K9me3 peptide binding; Potency, µM (doses to about 114 µM), inactives show at the highest dose activity change, negative = inhibition, hits mostly inhibitors; 0.56% of 390,000 active; note: nearly all actives have a fitted effect of over 70% in size; inactives centre near 23
Target sequence (P83916 whole entry, looked up): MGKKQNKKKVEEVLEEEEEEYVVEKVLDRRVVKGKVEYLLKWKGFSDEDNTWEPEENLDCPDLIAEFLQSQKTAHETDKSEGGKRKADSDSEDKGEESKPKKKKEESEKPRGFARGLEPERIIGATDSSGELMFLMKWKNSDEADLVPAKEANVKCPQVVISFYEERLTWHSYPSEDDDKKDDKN
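AlphaScreen: HP1-beta (50 nM) preformed 30 min with biotin-H3(1-18)K9me3 peptide (50 nM) in PBS pH 7.4, 0.01% Tween-20. Compound added for 30 min at RT, then streptavidin donor/nickel chelate acceptor beads (10 ug/mL) for 30 min.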
ERG Ets-DNA blk: qHTS for Small Molecule Inhibitors of the ERG Ets/DNA interaction; fluorescence polarization, His-ERG Ets domain / labelled DNA; Potency, µM (highest dose often 76.9 µM), inactives show top-dose FP activity, negative = inhibition, hits mostly inhibitors; 0.028% of 370,000 active; active = well fitted inhibition curve with a large enough effect in the polarisation, with a control signal flat; inconclusive = small, poorly fitted or top-dose-only effect, or effect the other way, or a change in a side signal; inactive = no such curve, though single readings can be large or run the other way; the % refers to the polarisation;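 note: polarization taken with two DNA probes labelled with fluorescein and Texas red; % of control where 0% means no effect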
Target sequence (P11308 whole entry, looked up, the tested form may be a part): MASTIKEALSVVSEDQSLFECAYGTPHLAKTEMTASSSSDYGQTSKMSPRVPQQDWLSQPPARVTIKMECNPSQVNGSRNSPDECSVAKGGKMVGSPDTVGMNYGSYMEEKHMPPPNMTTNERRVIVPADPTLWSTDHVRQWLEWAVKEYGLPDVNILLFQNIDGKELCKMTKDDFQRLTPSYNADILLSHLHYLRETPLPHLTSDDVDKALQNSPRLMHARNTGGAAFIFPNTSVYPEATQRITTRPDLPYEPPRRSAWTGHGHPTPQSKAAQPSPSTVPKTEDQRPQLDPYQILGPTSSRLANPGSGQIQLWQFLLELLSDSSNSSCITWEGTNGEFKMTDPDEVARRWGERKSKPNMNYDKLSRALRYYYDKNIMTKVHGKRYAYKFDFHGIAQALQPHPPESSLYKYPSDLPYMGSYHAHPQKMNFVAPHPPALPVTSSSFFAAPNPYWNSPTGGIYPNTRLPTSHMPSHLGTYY
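His-tagged ERG Ets domain (1 uM in the protein solution; 300mM KCl, 50mM Tris-HCl, 1mM EDTA, 1mM DTT, pH 7.5) received compound, then a probe mix of 5 nM fluorescein-DNA and 100nM Texas-615-DNA. Fluorescence polarization was read for both dyes.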
Active calls of the source: *; i = inactive; ? = inconclusive; · = no result given; & = joins results of further samples; [ ] = another dose, or the depositor's remark. Unless noted, calls come from the whole dose curve; as a rule, active = well fitted curve in the direction sought with a large enough effect; inconclusive = small, poorly fitted or top-dose-only effect, or another doubt; inactive = no such curve, though single readings can be large; an effect the other way counts as inactive or inconclusive. Potency is the fitted concentration of half-maximal effect. An excerpt (hit frequency here may not be typical).

structure | PGK inhibitor | ERG Ets-DNA blk | JMJD2A Tudor inh | GLS inh | RGS4 inh | ALOX12 inh | rTrxR1 inhibitor | HP1b binding inh | Pin1 inhibitor
CCN(CC)c1ccc(S(=O)(=O)N2CCOCC2)cc1NC(=O)CSC(=S)N1CCCC1 | -10% | -4% | ? | 1% | ? | -9% | 3% | 7% | 8%
O=C(Nc1ccccc1N1CCOCC1)c1ccc(Cl)nc1 | 1% | -7% | -13% | 3% | 7% | 4% | 19%[57.1 µM] | 6% | 1%
Cc1cc(C)c(C(=O)NC2CC(C)(C)Cc3c2cnn3-c2ccccc2)o1 (stereo unspecified) | -3% | 6% | -12% | -6% | -14% | -8% | 2% | -3% | 0%
Cc1cc([N+](=O)[O-])ccc1NCc1ccccc1[N+](=O)[O-] | 0% | -8% | -13% | 18% | 10% | ? | -13% | -13% | -11%
O=C(NCC(c1cccs1)N1CCOCC1)c1ccc(Br)o1 (stereo unspecified) | -12% | 6% | ? | 9% | 16% | 3% | -8%[57.1 µM] | 9% | 3%
CCOC(=O)CSc1nc(-c2ccc(OC)cc2)cc(C(F)(F)F)c1C#N | 0% | 1% | 24% | 5% | 12% | -1% | 86%[activator] | 78%[activator] | ?
COc1ccc(OCC(O)CNCCNc2nccc(C(F)(F)F)n2)cc1 (stereo unspecified) | i | -3% | -11% | 1% | -7% | 130%[activator] | -20%[57.1 µM] | -2% | -11%
Cc1cnc(C(=O)OCc2nc3ccccc3o2)cn1 | 4% | 26% | -5% | 20% | 18% | 0% | -4% | 20% | 6%
CC1(C)C2CCC13CS(=O)(=O)NC3C2 (stereo unspecified) | i | -7% | 6% | 0% | -6% | 0% | 17%[57.1 µM] | 23% | -3%
COc1ccc(-c2cc3ncnc(Cl)c3s2)cc1 | i | 0% | -27% | -10% | -15% | -14% | ? | 56%[activator] | ?
COc1ccc(CCNC(=O)c2cnc3sc(N4CCCCC4)nn3c2=O)cc1OC | 4% | 2% | -1% | -2% | 1% | -15% | 18%[57.1 µM] | 9% | -1%
CCc1ccccc1NC(=O)C1(S(=O)(=O)c2ccc(C)cc2)CC1 | 1% | -4% | 11% | -10% | 4% | -13% | 18% | -1% | 0%
COc1ccc(C(=O)OCC(=O)N2CCc3ccccc32)cc1S(=O)(=O)N1CCOCC1 | -6% | 5% | -10% | -1% | -27% | -11% | -47% | 25% | 6%
CC(C)Oc1ccc(C(=O)NCC(=O)Nc2ccc3c(c2)CCC3)cc1 | -3% | 1% | -11% | 0% | -7% | 188%[activator] | 13% | 26% | 0%
O=C(Nc1ncccc1O)c1c(O)c2ccccc2[nH]c1=O | 5% | -5% | -9% | 16% | -13% | -6% | -4% | 45%[activator] | ?
CCCC(=O)C1=C(O)C(C(=O)OC)C(C)(C)CC1=Nc1ccc(N)cc1 (stereo unspecified) | -12% | 6% | -20% | 16% | 16% | -5% | 14%[57.1 µM] | 11% | -1%
N#Cc1ccc(-c2ccc(OCC(=O)NCC(=O)Nc3ccc(F)c(F)c3F)cc2)cc1 | -3% | 4% | -12% | -13% | ? | -5% | -9% | 17% | 59%[activator]
CCOC(=O)c1ccc(Nc2nc(=O)c3cccnc3s2)cc1 | -8% | 3% | -6% | -3% | -26% | -19% | 14% | 28% | -2%
CCOCCCNC(=O)C(c1ccccc1)N(Cc1cccs1)C(=O)CNC(=O)c1ccccc1 (stereo unspecified) | i | 5% | -7% | -3% | -8% | -8% | -16% | 37% | -4%
Cc1cc(C)c(S(=O)(=O)C(C)C)c(=O)[nH]1 | 5% | -9%[15.4 µM] | -10% | 1% | ? | 0% | 17%[11.4 µM] | -18% | 1%
Cc1ccc(N=N/C(=C\O)C(=O)c2ccc(Cl)cc2)cc1 | -5% | 3% | -35%[11.4 µM] | 0% | ? | ? | 11%[57.1 µM] | ? | 5%
O=C(COC(=O)C1CCC(=O)N1)Nc1ccc(Cl)cc1Cl (stereo unspecified) | -1% | 12% | -23% | 1% | 30% | -17% | -5% | 19% | -7%
O=C([O-])c1cc(-c2ccccc2)cc(-c2ccccc2)[n+]1CCc1ccc(Cl)cc1 | 3% | -7% | ? | 3% | -5% | -29% | 0% | 3% | -4%
CSc1ccc(-c2c(C#N)c(N)nc3c2c(C)nn3-c2ccccc2)cc1 | i | 3% | 6% | -9% | -4% | 0% | 42%[activator][57.1 µM] | 92%[activator] | ?
COc1cc(OC)c(CN2CCc3c([nH]c4ccccc34)C2)cc1Br | i | -16% | ? | -4% | -22% | ? | 17% | -20% | -2%

Limited to PGK inhibitor, for three of the compounds above:
structure,PGK inhibitor
CC(C)Oc1ccc(C(=O)NCC(=O)Nc2ccc3c(c2)CCC3)cc1,-3%
O=C(COC(=O)C1CCC(=O)N1)Nc1ccc(Cl)cc1Cl (stereo unspecified),-1%
CCOCCCNC(=O)C(c1ccccc1)N(Cc1cccs1)C(=O)CNC(=O)c1ccccc1 (stereo unspecified),i

(list continues)
structure | PGK inhibitor | ERG Ets-DNA blk | JMJD2A Tudor inh | GLS inh | RGS4 inh | ALOX12 inh | rTrxR1 inhibitor | HP1b binding inh | Pin1 inhibitor
CC(C)Cc1ccc(CN2CCCC(NC(=O)CCN3CCCCC3=O)C2)cc1 (stereo unspecified) | 0% | 19% | -11% | -7% | 0% | 13% | 4% | 39% | -13%
COc1ccc(/C=N/NC(=O)CNC(=O)c2ccncc2)cc1OC | -1% | 2% | -3% | -19% | -20% | ? | 10% | 23% | -7%
COc1ccccc1CN1CN(S(=O)(=O)c2ccccc2)c2nc3ccccc3nc21 | -1% | -2% | -9%[11.4 µM] | -11% | 17%[11.4 µM] | 0% | 22% | -7% | 14%
COC(=O)c1ccc(C(=O)OC)c(NC(=O)CN2CCN(c3ccccc3OC)CC2)c1 | -10% | -12% | -20% | 20% | 4% | -26% | -1%[57.1 µM] | 0% | 3%
CCOc1ccccc1NC(=O)c1cc(=O)c2ccccc2o1 | i | -2% | -16% | -5% | 3% | 1% | 20% | 24% | -2%
Cc1nn(-c2cccc(Cl)c2)c2nc(-c3ccco3)cc(C(=O)O)c12 | -12% | -11% | -27% | ? | -15% | 40µM* | 50µM* | 11% | ?
Cc1ccc(-n2nnc3c(SCC(=O)NCC4CCCO4)ncnc32)cc1 (stereo unspecified) | -6% | -18% | -11% | 1% | 2% | · | 5% | 16% | 4%
COc1cccc(OCCSc2nc(C)c(Cc3ccccc3)c(=O)[nH]2)c1 | -7% | -13%&-2% | -3%&-1% | ? | -11%&7% | ? | 12%[57.1 µM] | 10%&30% | -1%&-5%
COc1ccc(-c2cnnc(N/N=C/c3c(C)nn(-c4ccccc4)c3Cl)n2)cc1 | 0% | -1% | -14% | 4% | -5% | 25% | -8% | 17% | -5%
CCc1c(C(=O)N2CCOCC2)csc1C | i | 10% | 3% | -7% | -13% | 11% | 8% | 26% | 5%
COc1ccc(OCc2cc(C(=O)N3CCN(CC4CC4)CC3)no2)c(Cl)c1 | -1% | 15% | -17% | 4% | 37% | 1% | 8% | 18% | 0%
COc1cc2nc(N(CCCN(C)C)C(=O)c3ccc(S(=O)(=O)N(C)C4CCCCC4)cc3)sc2cc1OC | -1% | 4% | -35% | 0% | 4% | -23% | -3% | -15% | 0%
Cc1cc(NC(=O)CSc2nnc(-c3ccccc3F)n2C)no1 | 4% | 0% | -9% | 12% | 8% | 3% | 17% | 28% | -10%
CCN1CCCC1CNC(=O)Cn1cnc2ccc(S(=O)(=O)N3CCC(C)CC3)cc2c1=O (stereo unspecified) | -9% | 2% | 3% | 9% | 7% | 0% | 9% | 30% | -1%
O=C(NNS(=O)(=O)c1ccccc1)c1cccc([N+](=O)[O-])c1 | 0% | 8% | 13µM* | ? | -3% | -6% | -3%[57.1 µM] | 21% | 2%
COc1ccc(C2CC(c3ccccc3)=NN2C(=O)COC(=O)/C=C/c2ccc(O)c(OC)c2)cc1 (stereo unspecified) | 5% | -5% | -32% | 17% | 7% | 0% | 18% | 28% | 11%
O=C(Nc1cc(Cl)ccc1Cl)c1cc(-c2ccco2)on1 | -3% | 3% | 1% | 3% | -30% | 1% | -2% | 20% | 28%
COc1ccc(OC)c(NC(=O)CCNS(=O)(=O)c2cccs2)c1 | 0% | 1% | -14% | 2% | -33% | -2% | 8%[57.1 µM] | 38% | -2%
O=C(NC(=S)Nc1ccc(N2CCOCC2)cc1)c1ccco1 | -2% | -7% | -29% | 27% | -40% | -5% | ? | -15% | 9%
S=C(NCc1ccccn1)Nc1cccc(Cl)c1 | -9% | -2% | ? | 19% | -24% | ? | 23%[57.1 µM] | 12% | 2%
CC(=O)Nc1ccc(-n2c(C)nc(=O)c(-c3ccccc3)c2C)cc1 | -3% | -8% | 5%[11.4 µM] | -5% | 18%[11.4 µM] | 0% | 20%[57.1 µM] | -10% | -3%
Cc1nn(-c2ccc(F)cc2)c(C)c1/C=C/C(=O)N1CCNC(=O)C1 | -10% | 4% | -9% | 2% | -25% | 6% | 9% | 70%[activator] | 9%
